NS5 inhibitors: flavivirus cap methylation enzyme inhibition – biochemical, confirmation dose response, primary screen (AID 588689); Dengue-2 NS5 methyltransferase capping enzyme assay, biochemical; higher % means a stronger effect; inhibition, % at 25 µM; hits with a dose series show IC50 in µM; hit rate 0.3% among 340,000; in the data active = a potency from the dose series; inconclusive = inhibition above about 29% without an active follow-up result
LYP phosphatase: inhibitors of LYP phosphatase, biochemical, fluorescence intensity, uHTS (AID 1779). recombinant LYP phosphatase, fluorescence intensity; higher % means a stronger effect. inhibition, % at 11.5 µM; hits with a dose series show IC50 in µM. hit rate 0.054% among 290,000; in the data active = inhibition above about 50%;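 also: plate controls were vehicle with enzyme for no effect and no enzyme for full effect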
UTI89 phage lysis: protection from phage-mediated lysis, alamar blue read-out – E. coli UTI89, K1F phage, bacterial capsule biogenesis inhibitors (AID 488966) | E. coli UTI89 K1F phage lysis, alamar blue, 2 h; higher % means a stronger effect | inhibition, % at 100 µM; hits with a dose series show IC50 in µM | hit rate 0.02% among 340,000;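 active = phage lysis inhibition, versus mean bacterial control, above a set limit; inconclusive = no clear call, values can overlap the other calls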;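 also: capsule biogenesis inhibitors block K1F phage lysis so surviving cells raise fluorescence; higher fluorescence means more inhibition of phage lysis; actives were called in the ten point dose series up to 300 µM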
AID2073: inhibitors of Mint1-CaV2.2 protein interaction, biochemical, HTRF (AID 2073); HTRF protein-protein interaction, Mint1-CaV2.2; higher % means a stronger effect; hit rate 0.19% among 290,000; inhibition, % at 20 µM, or IC50 in µM where a hit was titrated; in the data active = inhibition mostly above about 51%, no sharp cut-off; inconclusive = no clear call, values can overlap the other calls; inactive = mostly below about 53%; also: some results filed as inactive read as strong as hits
RSV antiviral HEp-2: RSV antiviral activity via CPE protection, HEp-2 cells, primary 10 µM value included (AID 2391) | HEp-2 cells, RSV-induced CPE inhibition; higher % means a stronger effect | one-dose CPE inhibition, % at 10 µM; IC50 in µM for titrated hits | hit rate 0.13% among 310,000; in the data active = a potency from the dose series; inconclusive = CPE inhibition mostly from about 23% at the one dose, without a potency; inactive = the rest, 99 in 100 with CPE inhibition below about 21%; also: strong numbers were not always called active
NTR1 ag: agonists of NTR1, primary screen, imaging, U2OS cells, beta-arrestin-GFP, high content (AID 493036) | P30989 | NTR1-U2OS beta-arrestin-GFP spot imaging, agonist mode | activation, % at 20 µM | hit rate 0.17% among 330,000;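 active = activation at or above 40% of the spot to cytoplasm intensity ratio, with at least 20 cells analyzed; inconclusive = wells under 20 cells, flagged as cytotoxic or low count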;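 also: 0% = DMSO without peptide and 100% = 100 nM NTR1 peptide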
Target sequence (P30989 whole entry, looked up): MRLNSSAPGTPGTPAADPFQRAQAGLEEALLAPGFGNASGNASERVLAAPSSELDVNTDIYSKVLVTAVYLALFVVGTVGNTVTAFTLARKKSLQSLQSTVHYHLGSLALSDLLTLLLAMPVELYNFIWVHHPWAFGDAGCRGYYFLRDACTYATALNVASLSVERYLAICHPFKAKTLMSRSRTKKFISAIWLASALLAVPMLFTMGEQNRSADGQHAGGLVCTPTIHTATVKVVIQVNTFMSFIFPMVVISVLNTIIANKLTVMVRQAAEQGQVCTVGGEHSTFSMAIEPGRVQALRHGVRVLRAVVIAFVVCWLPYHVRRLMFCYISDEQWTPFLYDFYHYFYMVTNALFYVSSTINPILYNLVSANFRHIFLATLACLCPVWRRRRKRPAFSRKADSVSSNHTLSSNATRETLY
WT yeast gro inh: growth inhibition of WT yeast, mitochondrial fusion screen; hit rate 2.1% among 190,000; mitochondrial fusion phenotypic screen, WT strain; inhibition, % at 10 µM; in the data active = inhibition above about 58%; tested in S. cerevisiae
Autophagy mod: modulators of autophagy; calls only at 10 µM (by protocol); AID 463193; hit rate 0.98% among 190,000; MEF GFP-LC3 puncta imaging; test concentration mostly 10 µM;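 active = percentage of spot-positive cells more than 3 SD above its plate mean, without a fluorescence outlier flag or 80% toxicity; inconclusive = no clear call, values can overlap the other calls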;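 also: spot-positive cell cutoff set from DMSO-treated cells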
GPR35 antagonists: inhibition of zaprinast-stimulated GPR35 beta-arrestin translocation – imaging, U2OS, beta-arrestin-GFP, zaprinast agonist, primary screen (AID 2058); U2OS GPR35 beta-arrestin-GFP translocation imaging, zaprinast antagonism; higher % means a stronger effect; inhibition, % at 10 µM, or IC50 in µM where a hit was titrated; hit rate 0.052% among 290,000;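 active = inhibition of at least 50% with at least 30 cells and total cytoplasm GFP at most 10,000,000; inconclusive = under 30 cells or total GFP of 10,000,000 plus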
WT yeast gro inh mutant strain: further read-out of WT yeast gro inh, marked with its call; inhibition, %; mitochondrial fusion phenotypic screen, mutant strain inhibition
Autophagy mod cell loss 18 h: further read-out of Autophagy mod, marked with its call; toxicity, %; measured here: cell loss, nuclei count;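 cell loss after 18 h compound exposure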
NTR1 ag cell count 20 µM: also measured in NTR1 ag; calls as there; cell count; measured here: cell count, cytotoxicity flag
NS5 inhibitors pilot replicate: second read-out of NS5 inhibitors, no call of its own (marks repeat the call); inhibition, %; measured here: pilot screen replicate inhibition
Starred values were filed as active, the others as inactive; i = inactive; ? = inconclusive; . = no result given; [ ] = remark or other dose. Not a hit list; overall some 2.6% were active at least once.

SMILES | NS5 inhibitors | LYP phosphatase | UTI89 phage lysis | AID2073 | RSV antiviral HEp-2 | NTR1 ag | NTR1 ag cell count 20 µM | WT yeast gro inh | WT yeast gro inh mutant strain | Autophagy mod | Autophagy mod cell loss 18 h | GPR35 antagonists | others
Cc1ccc(S(=O)(=O)N2CCN(C(=O)C(C)Cn3nc(C)c(C)c3C)CC2)cc1C (stereo not given) | -4.8% | -5.2% | -0.2% | -0.7% | 1.9% | 1.5 | 72 | . | . | . | . | 1.8%
C=CCn1c(=O)c(C(=O)NCc2ccccc2Cl)c(O)c2ccccc21 | 1.9% | -10.3% | -1.6% | 17.9% | 6.8% | 3.4 | 67 | . | . | . | . | 1.7%
CC(=O)Nc1ccc(NC(=O)CN(c2ccc(C(C)C)cc2)S(=O)(=O)c2ccccc2)cc1 | -4.7% | 6.8% | 0.2% | 22.4% | 0.4% | 4.7 | 45 | 5.2 | 7.1 | i | 22.0 | -3.8%
CCOc1ccc(N(CC(=O)OC)S(=O)(=O)c2ccc3c(c2)n(C)c(=O)c(=O)n3C)cc1 | -0.7% | -3.2% | -1.2% | 3.9% | 1.0% | -2.8 | 55 | -14.6 | -0.8 | i | 6.4 | 12.4%
O=C(NCCS(=O)(=O)N1CCN(c2ccccc2)CC1)c1ccc(Br)o1 | 5.8% | . | 1.4%[50 µM] | . | 0.9% | -0.3 | 72 | . | . | . | . | .
CN(C)S(=O)(=O)c1cccc(N=C2SCCN2Cc2ccccc2)c1 | -4.6% | -2.7% | 1.3% | 6.6% | 1.8% | 0.9 | 71 | . | . | . | . | 9.9%
CCn1c(O)c(N=NC(=O)Cc2csc(N3CCOCC3)n2)c2ccccc21 | 0.8% | -0.4% | 0.1% | -2.0% | 1.0% | -1.3 | 46 | -5.2 | 15.6 | i | -6.7 | -10.3%
CN(C)c1ncnc2sc(-c3ccccc3)cc12 | -4.2% | -11.3% | 2.7%[50 µM] | 8.7% | -0.1% | 2.5 | 41 | . | . | . | . | -6.3%
CC(NC(=O)c1ccc(Br)cc1)C(=O)NC1=NCCS1 (stereo not given) | -11.6% | -8.1% | -0.1% | -10.1% | 0.8% | 0.3 | 74 | 6.2 | 2.0 | i | 3.3 | 10.1%
CCCc1[nH]nc2c1C(c1ccc(O)c(OC)c1)C(C#N)=C(N)O2 (stereo not given) | -4.2% | -2.7% | 0.0% | 2.5% | 1.8% | 5.1 | 51 | 10.3 | 13.7 | i | -1.2 | -7.4%
CCCN1CCN(CCCNC(=O)c2ccc3nc(N4CCCCC4)sc3c2)CC1 | -4.2% | -6.1% | 0.1% | 11.6% | -0.2% | 2.6 | 71 | . | . | . | . | -1.7%
O=C(/C=C/c1ccc(Cl)cc1)Nc1ccccc1N1CCOCC1 | -1.4% | -5.3% | 3.1% | -0.2% | 3.0% | 1.6 | 64 | 2.5 | -15.0 | i | -11.4 | -4.8%
Cc1onc(-c2ccccc2)c1NC(=O)N(Cc1ccccc1)C(C)C | -3.1% | -10.0% | 10.2% | 5.3% | 0.0% | 1.2 | 53 | . | . | . | . | 4.6%
COc1ccc(C=C2C(=O)OC(C)(C)OC2=O)cc1OC | -2.0% | -7.2% | 0.3% | 13.5% | -0.1% | -0.5 | 104 | . | . | . | . | 6.8%
CCOc1ccc(NC(=O)COC(=O)C2(C)CC2(Cl)Cl)c([N+](=O)[O-])c1 (stereo not given) | 0.0% | 8.5% | -0.4% | 3.3% | 3.4% | 5.6 | 84 | 57.3 | 26.1 | i | 3.8 | -8.0%
COc1ccc(Nc2nc3c(C)cccc3cc2C#N)cc1 | -4.4% | -0.4% | -0.8% | 26.0% | -1.9% | 0.9 | 31 | -13.4 | -44.1 | i | -10.5 | -14.2%
Cn1c(Oc2ccccc2)c(C=O)c2ccccc21 | -3.9% | -5.7% | 0.7% | 4.4% | 4.7% | -0.6 | 45 | 5.7 | 19.4 | i | 10.0 | -4.9%
COc1ccccc1CCNC(=O)C(=O)NCC1OCCN1S(=O)(=O)c1ccc(Br)cc1 (stereo not given) | -8.0% | -0.2% | 3.5% | 10.5% | 3.2% | 4.0 | 61 | 6.0 | -3.2 | i | -1.6 | 4.4%
COC(=O)Cn1cc(C(=O)C(C)(C)C)c2ccccc21 | -10.1% | -7.2% | -0.1% | 46.1% | 0.8% | 3.1 | 51 | -10.4 | 5.1 | i | 7.2 | 1.3%
COCCn1c(C)cc(C(=O)COC(=O)c2cc3c(s2)CCC3)c1C | -1.5% | 3.2% | -4.5% | 37.2% | 0.7% | 0.6 | 79 | 6.1 | -9.4 | i | 3.2 | 14.7%
CCN(CC(=O)Nc1ccc(NC(C)=O)cc1)C(=O)c1cccnc1Sc1ccc(C)c(C)c1 | -7.9% | . | 0.6%[50 µM] | . | 1.1% | -1.0 | 51 | . | . | . | . | .
O=C(NCc1ccc2c(c1)OCO2)c1ccc(=O)[nH]c1 | -3.5% | -8.2% | 0.3% | -1.4% | 0.6% | -0.7 | 55 | -11.8 | 3.4 | i | -16.1 | -1.2%
O=C(NCCCN1CCCC1=O)c1ccc2c(c1)NC(=O)c1ccccc1S2 | -8.0% | -8.2% | 2.4% | -1.9% | 0.2% | -2.5 | 53 | -14.4 | -9.0 | i | -2.1 | -6.5%
CCCCCc1nnc(NC(=O)c2ccc(=O)n(C)n2)s1 | 0.0% | -0.1% | 0.4% | 6.5% | 2.9% | 1.9 | 53 | -0.3 | 4.2 | i | 3.6 | 17.1%

Molecules above that have an NH in an aromatic ring, in the order listed:
SMILES | NS5 inhibitors | LYP phosphatase | UTI89 phage lysis | AID2073 | RSV antiviral HEp-2 | NTR1 ag | NTR1 ag cell count 20 µM | WT yeast gro inh | WT yeast gro inh mutant strain | Autophagy mod | Autophagy mod cell loss 18 h | GPR35 antagonists | others
CCCc1[nH]nc2c1C(c1ccc(O)c(OC)c1)C(C#N)=C(N)O2 (stereo not given) | -4.2% | -2.7% | 0.0% | 2.5% | 1.8% | 5.1 | 51 | 10.3 | 13.7 | i | -1.2 | -7.4%
O=C(NCc1ccc2c(c1)OCO2)c1ccc(=O)[nH]c1 | -3.5% | -8.2% | 0.3% | -1.4% | 0.6% | -0.7 | 55 | -11.8 | 3.4 | i | -16.1 | -1.2%

Continued.
SMILES | NS5 inhibitors | LYP phosphatase | UTI89 phage lysis | AID2073 | RSV antiviral HEp-2 | NTR1 ag | NTR1 ag cell count 20 µM | WT yeast gro inh | WT yeast gro inh mutant strain | Autophagy mod | Autophagy mod cell loss 18 h | GPR35 antagonists | others
O=C(COc1ccc(Cl)cc1)N1CCN(c2cccc(C(F)(F)F)c2)CC1 | -0.7% | -8.5% | 0.0% | 3.1% | 9.4% | 5.3 | 70 | 59.2* | 27.3* | i | -3.3 | -14.8%
O=C(COc1ccc(Cl)cc1Cl)Nc1nc2n(n1)C(c1ccccc1)CC(=O)N2 (stereo not given) | -1.4% | -7.5% | 1.7% | 3.3% | 3.0% | 1.9 | 46 | -1.1 | 4.5 | i | -0.7 | -3.9%
COC(=O)C1C/C(=N\NS(=O)(=O)c2ccc(C)cc2)c2ccsc2C1 (stereo not given) | -10.6% | -4.9% | 2.0% | 4.2% | -0.1% | 1.7 | 48 | -4.1 | -12.1 | i | -6.9 | 2.7%
Cc1ccc(CNC(=O)CCS(=O)(=O)c2ccc(Br)s2)o1 | -7.2% | -1.0% | -0.5% | 3.2% | 1.8% | 2.9 | 53 | -4.2 | 2.2 | i | 4.4 | 6.2%
O=C1C(c2ccccc2)C(c2ccccc2)NC(c2ccccc2)C1c1ccccc1 (stereo not given) | -14.8% | -1.0% | 1.0% | -0.3% | -0.2% | 2.8 | 87 | -0.2 | -0.5 | i | -9.1 | 0.5%
COc1ccc(CNC(=O)C2CCC(=O)N(CCCN3CCCC3=O)C2)cc1 (stereo not given) | 0.0% | -8.4% | -0.1% | 9.3% | 0.7% | -0.8 | 61 | . | . | . | . | 5.5%
O=C(c1ccccc1)c1cnc(Nc2ccccc2Cl)s1 | -1.4% | 6.5% | 0.7% | 22.7% | ? | 5.9 | 72 | -2.2 | 1.2 | i | 14.7 | -2.2% | NS5 inhibitors pilot replicate=3.0
CC(=O)NCCc1nc2ccccc2n1Cc1ccccc1 | 1.4% | -11.4% | 0.5% | 0.1% | 2.9% | -2.1 | 99 | 6.7 | -3.3 | i | -3.7 | 2.9%
CC1(C)CC(=O)C2=C(C1)N(c1ccc(F)cc1)C(=O)C2(NC(=O)c1ccccc1)C(F)(F)F (stereo not given) | . | -4.1% | . | -0.2% | 1.2% | 1.4 | 49 | -10.9 | -24.6 | i | 14.2 | 11.1%
Cc1ccccc1C(=O)OCC(=O)N(C)c1ccccc1 | -7.1% | 1.9% | 0.5% | 5.1% | 1.6% | -2.0 | 58 | . | . | . | . | 0.1%
O=C(N/N=C/c1ccco1)c1cc(-c2ccc3ccccc3c2)n[nH]1 | -9.7% | 10.1% | -0.4% | 5.5% | 12.6% | 1.5 | 45 | 32.6 | 17.2 | i | -3.1 | 7.8%
COc1ccc(/C=N/NC(=O)c2ccn[nH]2)cc1COc1ccc(F)cc1 | 5.1% | -5.1% | -4.3% | -15.2% | 2.4% | -1.5 | 86 | 11.7 | 3.9 | i | 7.4 | 11.6%
CN(C(=O)Cn1cnc2sccc2c1=O)C1CCCCC1 | 2.2% | . | 0.2%[50 µM] | . | 0.2% | -0.9 | 50 | . | . | . | . | .
C=CCn1c(SCC(=O)c2ccc(O)c(O)c2)nnc1-c1cccc(Cl)c1 | -5.7% | . | 4.1% | . | 0.2% | 2.4 | 77 | . | . | . | . | .
COC(=O)c1cc(OC)c(OC)cc1NC(=O)c1c(-c2ccccc2Cl)noc1C | -7.5% | -0.6% | 0.6% | 3.6% | 1.3% | 4.8 | 102 | 25.1 | -1.2 | i | -15.5 | 11.5% | NS5 inhibitors pilot replicate=-2.6
COc1ccc(-c2cc3ccc(O)cc3oc2=O)cc1OC | 3.6% | -2.8% | 0.2% | 47.4% | 17.2% | 0.2 | 66 | . | . | . | . | 9.9%
CC(=O)Nc1cccc2c1C(=O)N(c1ccc(C)cc1)C2=O | 2.4% | -6.8% | 1.1% | 7.8% | 1.2% | -0.9 | 82 | -12.4 | -4.1 | i | 1.3 | 8.6%
CCOC(=O)C(=NC(C)C)NNc1cc(Cl)ccc1Cl | -7.1% | -3.3% | 0.2% | -13.8% | 3.0% | 1.5 | 94 | 18.3 | 23.0 | i | 1.9 | 14.1%
O=C(/C=C/c1cccc([N+](=O)[O-])c1)OCC(=O)c1ccccc1 | -13.5% | -4.3% | -0.5% | 18.8% | -1.7% | 0.1 | 46 | -8.9 | -12.7 | i | 4.3 | -0.9%
CC1(C)CC(=O)C(C=NCCCN2CCCC2=O)=C(O)C1 | -4.2% | -7.6% | 0.1% | -2.3% | 0.0% | 1.2 | 49 | -2.4 | 3.8 | i | 7.0 | 2.3%

Screening results deposited in PubChem by several laboratories.
